CRFBP-R2 block – antagonists of CRF-binding protein/CRF-R2 receptor complex; inhibition, % at 11.8 µM; AID 588475; HEK293 CRF-R2/CRF-BP, CRF-induced calcium fluorescence; hit rate 0.59% among 350,000;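 active means inhibition of the ligand-induced calcium signal above about 50% at the single tested concentration, limit read from the data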
pCIP destab – lowers stability of the mouse p/CIP coactivator protein; Q05BA5; F442A p/CIP-EGFP cells, EGFP fluorescence, 16 h; decrease of EGFP signal, % at 10 µM; hit rate 0.01% among 290,000; AID 1984;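 active means EGFP signal decrease of at least 30% at 10 µM or well 3 SD below plate mean, unless failing retest; inactive means the rest, including hits failing retest or dose response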; further: some compounds called inactive have numbers as strong as hits; many of its hits are not listed in these tables
IMP-1 inh – blocks Pseudomonas aeruginosa IMP-1 metallo-beta-lactamase. purified IMP-1, nitrocefin hydrolysis, epi-absorbance fluorescence. hit rate 0.45% among 290,000. inhibition, % at 5.6 µM;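 active means inhibition above the mean plus 3 SD of all compounds in the same screening run, cut at about 4.5% in these data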;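 further: 0% = IMP-1 with DMSO and 100% = DMSO wells lacking enzyme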
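System – purified recombinant IMP-1 beta-lactamase · Input – IMP-1 dispensed at 0.2 nM · Timing – 15 min preincubation plus 25 min reaction at 25 °C · Signal – Epi-absorbance fluorescence, 480 nm excitation, 530 nm emission · Measure – percent IMP-1 inhibition derived from blank-referenced optical density · Controls – Enzyme-plus-DMSO low control, enzyme-free DMSO high control · Replication – singlicate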
IDE act – boosts human insulin-degrading enzyme activity in HEK cells. FAbeta-B cleavage, fluorescence polarization; 0% vehicle, 100% cell-free pure enzyme wells. activation, % at 5.96 µM. hit rate 0.073% among 340,000;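 active means activation above the mean of all tested compounds plus 3 SD, set per screening campaign, cut at about 17% in these data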
UBC9 SUMO inh – inhibitors of human SUMOylation (UBC9); P63279; HTRF SUMOylation assay, SAE1/SAE2 + UBC9, in vitro; inhibition, % at 35 µM; hit rate 0.36% among 290,000; AID 2006; in the data active means inhibition above about 50%, passing the limit was not always enough; further: strong numbers were not always called active
Target sequence (P63279 whole entry, looked up): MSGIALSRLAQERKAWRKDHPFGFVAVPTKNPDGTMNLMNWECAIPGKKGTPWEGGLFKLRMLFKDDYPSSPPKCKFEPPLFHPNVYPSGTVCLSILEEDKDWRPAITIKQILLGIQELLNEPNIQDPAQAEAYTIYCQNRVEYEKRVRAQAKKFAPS
HCV NS3 hel inh – inhibitors of Hepatitis C virus NS3 helicase; NS3 helicase DNA unwinding, Cy5 molecular beacon fluorescence; AID 1800; inhibition, % at 10.9 µM; hit rate 0.56% among 290,000;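 active means inhibition above the mean of all tested compounds plus 3 SD, set per campaign, cut at about 35% in these data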;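 further: 0% = DMSO wells and 100% = thioflavine S control wells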
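Assay system: hepatitis C virus NS3 helicase domain fragment enzyme. Also added: annealed dual-labelled DNA beacon duplex, ATP-started. Timing: 1 h reaction at 25 °C, ATP-initiated. Technique: Cy5 fluorescence at 0 and 60 min, beacon hairpin quenching. Evaluation: % inhibition of unwinding. Replication: one well per compound.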
IDE inh – cellular human IDE inhibition. AID 434962. HEK cells, FAbetaB cleavage, fluorescence polarization. P14735. hit rate 0.41% among 320,000. inhibition, % at 5.59 µM;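 active means percent inhibition above the average of all tested compounds plus 3 SD, set per screening campaign, cut at about 16% in these data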;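 further: IDE supplied by intact live HEK cells; FP after avidin binding of uncleaved biotin substrate so inhibition keeps polarization high; 0% = DMSO wells and 100% = 60 µM reference IDE inhibitor Ii1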
GalR3 antag – blocks the human galanin receptor 3; HEK293 GalR3-CNG cAMP membrane potential fluorescence; galR3 body fused to GalR1 C-terminus; inhibition, % at 3 µM; hit rate 0.44% among 360,000; AID 651719;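 active means inhibition above the screen-wide average plus 3 SD, cut at about 13% in these data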;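 further: forskolin and galanin both at EC90 stimulate the cells; cAMP rise reported by CNG channel membrane potential dye signal; 0% = forskolin plus galanin with DMSO and 100% = forskolin alone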
Target sequence (O60755 1-299 limits assumed): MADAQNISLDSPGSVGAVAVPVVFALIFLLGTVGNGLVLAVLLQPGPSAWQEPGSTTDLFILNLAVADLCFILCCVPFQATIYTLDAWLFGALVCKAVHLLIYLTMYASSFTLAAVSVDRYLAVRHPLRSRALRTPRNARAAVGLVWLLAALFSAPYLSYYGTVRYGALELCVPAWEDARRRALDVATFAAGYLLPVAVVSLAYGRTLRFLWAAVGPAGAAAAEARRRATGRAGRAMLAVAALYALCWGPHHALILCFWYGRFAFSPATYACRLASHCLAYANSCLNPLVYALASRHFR
VIM-2 inhibitor – inhibitors of Pseudomonas aeruginosa VIM-2 metallo-beta-lactamase; purified VIM-2, nitrocefin hydrolysis, epi-absorbance fluorescence; inhibition, % at 5.6 µM; hit rate 0.89% among 290,000; AID 1527;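 active means inhibition above the mean of all tested compounds plus 3 SD, cutoff set per screening run, cut at about 7.5% in these data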;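 further: red hydrolysis product quenches plate fluorescence so inhibitors raise well fluorescence; 0% = enzyme with DMSO and 100% = DMSO without enzyme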
* hit, by the source's call; x = no result given.

SMILES | CRFBP-R2 block | pCIP destab | IMP-1 inh | IDE act | UBC9 SUMO inh | HCV NS3 hel inh | IDE inh | GalR3 antag | VIM-2 inhibitor
CN(C)S(=O)(=O)N(CC(=O)N1CCOCC1)c1ccccc1 | 0 | -3 | -0.6 | 4 | -10 | -10 | 0 | -3 | -0.1
COc1ccc(-n2nnnc2SCC(=O)Nc2nnc(C)s2)cc1 | -12 | -2 | -8.1 | -3 | 14 | 1 | 4 | -5 | -4.0
Cc1ccc(S(=O)(=O)N2CCN(C(=O)C3CCCC3)CC2)cc1C | 9 | -4 | -0.2 | -16 | -6 | 12 | 4 | -12 | 0.2
CCN(CC)C(=O)CSc1nc2ccccc2c(=O)n1CCC(=O)N1CCN(c2ccccc2)CC1 | 3 | 4 | -3.5 | 8 | 2 | 12 | -2 | -4 | -2.8
COc1ccc(NS(=O)(=O)c2cc(NC(=O)c3ccco3)ccc2N2CCCC2)cc1 | -8 | 2 | 0.4 | -1 | 0 | -21 | 6 | -8 | -0.9
CCN(CC)S(=O)(=O)c1cccc(C(=O)OCC(=O)N2CC(=O)Nc3ccccc32)c1 | -5 | -1 | -0.2 | 4 | 16 | -15 | 3 | -3 | 0.2
CC(=O)Nc1ccc(S(=O)(=O)NCCC(=O)N2CCC(Cc3ccccc3)CC2)cc1 | -4 | x | x | -4 | x | x | -5 | -8 | x
CCOc1ccc(NC(=O)CN(C)C(=O)c2cc([N+](=O)[O-])ccc2N2CCCCC2)cc1OCC | 8 | x | x | 6 | x | x | -5 | -2 | x
Cc1ccccc1Cn1cc(NC(=O)c2cc3nc(-c4ccco4)cc(C(F)(F)F)n3n2)cn1 | 16 | -5 | -0.3 | -1 | 19 | 0 | 3 | -3 | 0.0
Clc1cccc(CSc2ccc(-c3ccco3)nn2)c1 | 0 | 0 | -4.9 | -6 | 27 | 1 | 3 | -3 | -4.0
CCCc1cc(-c2nc(N)ncc2-c2ccc3c(c2)OCCCO3)c(O)cc1OC | -7 | -12 | -2.6 | -6 | -32 | -21 | -2 | -4 | 0.9
N#Cc1ccc(C(=O)Nc2nnc(-c3ccccn3)o2)cc1 | 10 | 17 | -3.5 | 7 | 5 | 2 | 1 | -5 | -4.4
Cc1ccccc1C(=O)Nc1nnc(-c2ccco2)o1 | -1 | 3 | -3.0 | -1 | -2 | 10 | 0 | -2 | -4.2
CCOc1cc(C(=O)OCC(=O)Nc2c(C)cccc2C)ccc1OCC(=O)N1CCOCC1 | 4 | -2 | -3.8 | 2 | 6 | 2 | 3 | -4 | -2.1
COC(=O)[C@]1(C)N[C@H](CN(C)C(=O)Nc2ccc(OC)cc2)[C@@H]2C(=O)N(C)C(=O)[C@@H]21 | 6 | x | x | 2 | x | x | 2 | -5 | x
Cc1c(C(=O)OC(C)C(C)C[N+](C)(C)C)oc2ccccc12 (stereo not given) | 10 | -8 | -0.8 | 5 | 15 | 3 | 0 | -3 | -1.3
O=C(O)CSc1nc2ccccc2c(=O)[nH]1 | 4 | 10 | -4.9 | -1 | 16 | -7 | 3 | -6 | -3.4
Cc1cccc(C)c1Nc1c(-c2ccc(N3CCOCC3)cc2)nc2cnccn12 | -2 | -12 | -3.1 | 3 | 9 | -3 | -1 | -3 | -3.7
O=C(CC1SC(=O)N(c2ccccc2)C1=O)Nc1ccc(Cl)cc1 (stereo not given) | -16 | -11 | 1.8 | 1 | 0 | 30 | 8 | -1 | -1.8
COC(=O)c1cc(NS(=O)(=O)c2ccc(N3CCCCC3)c([N+](=O)[O-])c2)cc(C(=O)OC)c1 | -4 | -9 | 1.8 | 0 | 11 | -6 | 1 | -2 | -1.1
O=C(COC(=O)c1ccc(=O)[nH]c1)Nc1cccc(S(=O)(=O)N2CCOCC2)c1 | 10 | -8 | -2.3 | -1 | -10 | 4 | -2 | 1 | -3.4
CCS(=O)(=O)N1CCN(Cc2ccncc2)CC1 | -8 | -13 | -3.3 | 5 | 18 | -8 | 3 | -3 | -3.8
CCOC(=O)c1c(NC(=O)C2C3CCC(O3)C2C(=O)O)sc2c1CCC(CC)C2 (stereo not given) | 7 | -8 | -1.6 | 3 | 15 | 30 | 2 | -4 | -2.2
CC1CCCC(NC(=O)CN2CCN(S(=O)(=O)c3cccs3)CC2)C1C (stereo not given) | -3 | x | x | 4 | x | x | -1 | -2 | x
CC(=O)c1c(C)[nH]c(C(=O)Nc2nc(-c3ccc(Cl)cc3)cs2)c1C | -2 | -3 | -3.3 | -2 | 10 | -3 | 5 | -5 | -1.7

A draw from above in order of heavy-atom count, highest first:
SMILES | CRFBP-R2 block | pCIP destab | IMP-1 inh | IDE act | UBC9 SUMO inh | HCV NS3 hel inh | IDE inh | GalR3 antag | VIM-2 inhibitor
CCN(CC)C(=O)CSc1nc2ccccc2c(=O)n1CCC(=O)N1CCN(c2ccccc2)CC1 | 3 | 4 | -3.5 | 8 | 2 | 12 | -2 | -4 | -2.8
CCOc1ccc(NC(=O)CN(C)C(=O)c2cc([N+](=O)[O-])ccc2N2CCCCC2)cc1OCC | 8 | x | x | 6 | x | x | -5 | -2 | x
Cc1ccccc1Cn1cc(NC(=O)c2cc3nc(-c4ccco4)cc(C(F)(F)F)n3n2)cn1 | 16 | -5 | -0.3 | -1 | 19 | 0 | 3 | -3 | 0.0
COC(=O)c1cc(NS(=O)(=O)c2ccc(N3CCCCC3)c([N+](=O)[O-])c2)cc(C(=O)OC)c1 | -4 | -9 | 1.8 | 0 | 11 | -6 | 1 | -2 | -1.1
COc1ccc(NS(=O)(=O)c2cc(NC(=O)c3ccco3)ccc2N2CCCC2)cc1 | -8 | 2 | 0.4 | -1 | 0 | -21 | 6 | -8 | -0.9
COC(=O)[C@]1(C)N[C@H](CN(C)C(=O)Nc2ccc(OC)cc2)[C@@H]2C(=O)N(C)C(=O)[C@@H]21 | 6 | x | x | 2 | x | x | 2 | -5 | x
CCOC(=O)c1c(NC(=O)C2C3CCC(O3)C2C(=O)O)sc2c1CCC(CC)C2 (stereo not given) | 7 | -8 | -1.6 | 3 | 15 | 30 | 2 | -4 | -2.2
CC1CCCC(NC(=O)CN2CCN(S(=O)(=O)c3cccs3)CC2)C1C (stereo not given) | -3 | x | x | 4 | x | x | -1 | -2 | x
COc1ccc(-n2nnnc2SCC(=O)Nc2nnc(C)s2)cc1 | -12 | -2 | -8.1 | -3 | 14 | 1 | 4 | -5 | -4.0
CN(C)S(=O)(=O)N(CC(=O)N1CCOCC1)c1ccccc1 | 0 | -3 | -0.6 | 4 | -10 | -10 | 0 | -3 | -0.1
Clc1cccc(CSc2ccc(-c3ccco3)nn2)c1 | 0 | 0 | -4.9 | -6 | 27 | 1 | 3 | -3 | -4.0
O=C(O)CSc1nc2ccccc2c(=O)[nH]1 | 4 | 10 | -4.9 | -1 | 16 | -7 | 3 | -6 | -3.4

Going on with the list.
SMILES | CRFBP-R2 block | pCIP destab | IMP-1 inh | IDE act | UBC9 SUMO inh | HCV NS3 hel inh | IDE inh | GalR3 antag | VIM-2 inhibitor
COc1ccc(NS(=O)(=O)c2cc(NC(=O)/C=C/c3ccccc3OC)ccc2N2CCCCC2)cc1 | -14 | 2 | -2.2 | 4 | 26 | -5 | 0 | 1 | -2.3
O=C(CSc1nnc(-c2cccs2)o1)NCC1CN(Cc2ccccc2)CCO1 (stereo not given) | -1 | -7 | -2.6 | 2 | -8 | 3 | 2 | -1 | -3.1
COC(=O)c1c(NC(=O)C(C)(C)C)sc2c1C(C(=O)OC)CC2 (stereo not given) | 3 | -6 | -0.6 | 5 | 15 | -2 | 1 | 0 | -2.1
CC[C@@H]1C/C=C\Cc2ccccc2[C@@H](C(=O)C[C@@H](O)CC(C)=O)OC1=O | 3 | x | x | 8 | x | x | 1 | -4 | x
O=C(NCc1ccccc1)c1ccc(S(=O)(=O)NCc2ccco2)cc1 | -7 | -7 | -0.1 | -1 | 10 | -6 | 2 | -6 | 0.8
CC(=O)Nc1ccc(NC(=O)CSc2nnc3ccc(-c4ccccn4)nn23)cc1 | -3 | x | x | 3 | x | x | -2 | 1 | x
CC(=O)Nc1ccc(/C=C/C(=O)c2ccc3c(c2)OCCO3)cc1 | 4 | 11 | -2.3 | 0 | -4 | 0 | -6 | -8 | 0.7
Cn1c2ccccc2c2nnc(SC3CCOC3=O)nc21 (stereo not given) | 13 | -2 | -3.3 | -2 | 31 | 15 | -1 | -3 | 5.0
CC(C)(O)C#Cc1ccc(CN2CCN(C3CCCC3)C(CCO)C2)cc1 (stereo not given) | 2 | -17 | -1.6 | 3 | 26 | -4 | 7 | -3 | -0.9
CCOC(=O)C1CCCN(S(=O)(=O)c2cccc3nsnc23)C1 (stereo not given) | -5 | -8 | -3.5 | 2 | 22 | 4 | -5 | -1 | 0.1
Cc1cccc(NC(=O)CSc2nnnn2C)n1 | -1 | -7 | -4.3 | 6 | 15 | 3 | -7 | -5 | -2.0
O=C(COc1ccccc1)N/N=C/c1ccc(O[C@@H]2O[C@H](CO)[C@@H](O)[C@H](O)[C@H]2O)cc1 | 3 | 8 | -4.7 | 4 | 4 | -1 | 4 | -4 | -1.7
Cc1ccsc1CNn1cnnc1SCc1ccccc1F | 11 | -14 | -1.9 | 4 | 4 | -2 | -1 | -7 | -1.9
O=C(CSc1nnc(CNC(=O)c2c(F)cccc2Cl)o1)NCc1ccc(F)cc1 | 7 | -16 | -2.6 | 2 | -1 | 22 | -1 | -10 | -2.5
COc1ccc(-c2cc(C(F)(F)F)n3nc(C(=O)N4CCCCC4)cc3n2)cc1OC | -7 | -6 | -2.0 | -6 | 15 | 4 | 2 | -1 | 0.2
Cc1ccc(S(=O)(=O)N2CCC(=O)N(C(COCc3ccc(Cl)cc3)C(C)C)CC2)cc1 (stereo not given) | 5 | -13 | -1.8 | 0 | -4 | -3 | 1 | -8 | 0.4
CC(=O)c1cccc(NC(=O)C(C)OC(=O)CN2C(=O)NC(C)(C)C2=O)c1 (stereo not given) | 0 | x | x | 6 | x | x | 4 | -5 | x
O=C1NC(=Nc2ccccc2)SC1(CO)CO | 1 | -7 | -1.1 | 4 | 14 | 10 | -1 | -11 | -1.9
Cc1nc(NC(=O)c2ccc(Br)o2)sc1C | -2 | -3 | -0.7 | -1 | -6 | -2 | -2 | -5 | -2.7
COc1ccc(NC(=O)COC(=O)CN2C(=O)NC(C)(C)C2=O)cc1 | 3 | x | x | -1 | x | x | 0 | -2 | x
Cc1c(C(c2ccccc2)c2c(C)n(C)n(-c3ccccc3)c2=O)c(=O)n(-c2ccccc2)n1C | 13 | -6 | -0.4 | -1 | 13 | 8 | 0 | -8 | -1.2
O=C(/C=C/c1ccc(OC(F)F)cc1)OCC(=O)N1CCC(c2ccccc2)=N1 | -8 | x | x | 5 | x | x | -3 | -4 | x

The order is random. About 3.2% of those tested had a hit in this group.
